# Bioassay records from PubChem BioAssay.
# PPARg SRC-2 ag: promotes SRC-2 coactivator recruitment by human PPARgamma | activation, % at 8 µM | PPARgamma LBD-SRC-2 recruitment, biochemical | 200,000 tested, 0.34% active; in the data active = activation above about 22%;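 also: 0% = vehicle and 100% = reference agonist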
# Target sequence (P37231 whole entry, looked up, the tested form may be a part): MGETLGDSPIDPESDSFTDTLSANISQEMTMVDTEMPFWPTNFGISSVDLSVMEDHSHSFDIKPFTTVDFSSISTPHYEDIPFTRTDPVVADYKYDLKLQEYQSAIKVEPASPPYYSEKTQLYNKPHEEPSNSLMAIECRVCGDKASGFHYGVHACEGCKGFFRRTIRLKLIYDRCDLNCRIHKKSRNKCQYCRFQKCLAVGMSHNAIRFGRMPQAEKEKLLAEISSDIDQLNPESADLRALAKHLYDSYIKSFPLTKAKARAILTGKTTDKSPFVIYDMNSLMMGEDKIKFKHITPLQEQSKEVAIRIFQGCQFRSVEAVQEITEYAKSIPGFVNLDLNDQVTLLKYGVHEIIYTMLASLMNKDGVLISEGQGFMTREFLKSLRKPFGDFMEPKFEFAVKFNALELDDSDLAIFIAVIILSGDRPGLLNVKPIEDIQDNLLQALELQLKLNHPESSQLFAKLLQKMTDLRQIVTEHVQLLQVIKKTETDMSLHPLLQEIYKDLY
# ROMK primary: human ROMK K+ channel modulation, primary screen; P48048; Tet-inducible ROMK, thallium flux fluorescence; actives lie on both sides; B-score at 10 µM; 130,000 tested, 2% active; AID 1918;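 active = signal ratio slope over the read window, or its plate-corrected B-score, at least 3 SD from the plate mean, either direction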;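 also: B-score of the F/F0 ratio slope over 7 to 12 s after thallium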
# Target sequence (P48048 whole entry, looked up): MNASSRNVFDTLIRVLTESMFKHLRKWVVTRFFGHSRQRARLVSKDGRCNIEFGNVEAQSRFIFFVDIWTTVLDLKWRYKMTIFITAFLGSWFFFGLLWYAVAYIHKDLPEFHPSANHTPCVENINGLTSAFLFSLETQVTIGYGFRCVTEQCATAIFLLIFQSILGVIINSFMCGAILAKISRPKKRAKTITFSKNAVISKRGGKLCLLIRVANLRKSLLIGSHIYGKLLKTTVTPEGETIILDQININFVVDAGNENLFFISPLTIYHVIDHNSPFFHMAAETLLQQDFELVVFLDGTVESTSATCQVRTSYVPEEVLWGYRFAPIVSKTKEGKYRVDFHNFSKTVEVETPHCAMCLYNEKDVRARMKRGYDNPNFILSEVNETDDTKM
# Diaphorase act: diaphorase activation or chemical reduction counter-screen. activation factor at 20 µM. 190,000 tested, 0.005% active. AID 1229. Diaphorase/resazurin coupled assay, resorufin fluorescence, 16 min; hits give high values; 1 = vehicle wells, 0 = NADH-free wells;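 active = diaphorase activity raised at least twofold by the compound at 20 µM; inactive = activation factor below 2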
#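 Material: purified diaphorase enzyme from Clostridium kluyveri; Also added: 0.114 mM NADH and 0.1 mM resazurin, final amounts; Doses: single compound dose of 20 µM, 1% DMSO final; Times: 16 min enzyme reaction, ambient temperature; Detection: resorufin fluorescence, excitation 544 nm, emission 590 nm; Measure: increased resorufin signal from activators or reducing compounds.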
# SRC2 TRFRET art: TR-FRET artefact, counter-screen to PPARgamma/SRC-2 agonist assay; hits give high values; TR-FRET ratio at 8 µM; 200,000 tested, 0.4% active; in the data active = TR-FRET ratio above about 2000; also: inactives centre near 1500
# S1P3 antagonist: antagonists of human S1P3 receptor; Q99500; CHO S1P3 NFAT-BLA reporter, FRET fluorescence, antagonist mode; inhibition, % at 4.98 µM; 170,000 tested, 0.27% active; AID 485;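 active = inhibition above the plate cutoff, the mean inhibition of test wells on that plate plus 3 SD, cut at about 28% in these data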;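 also: cells challenged with S1P at its EC80 of 0.8 µM; blue over green emission ratio from cleaved BLA substrate after 4 h stimulation; 0% = S1P-stimulated wells and 100% = unstimulated DMSO-only wells; some compounds past the cut are filed as inactive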
# PPARg SRC3 recr: promotes SRC-3 coactivator recruitment by human PPARgamma. biochemical PPARgamma/SRC-3 coactivator recruitment assay. activation, % at 8 µM. 200,000 tested, 0.26% active. AID 731; in the data active = activation above about 23%;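 also: 0% = DMSO and 100% = reference agonist; some compounds past the cut are filed as inactive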
# PMI act: phosphomannose isomerase (human) activation; P34949; 190,000 tested, 0.005% active; activation factor at 20 µM; purified human PMI, coupled resazurin fluorescence, 20 min; hits give high values; 1 = vehicle control, 0 substrate-free wells;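 active = activation factor of 2 or more at 20 µM, relative to plate controls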
# PPARg SRC-1 ag: agonists of human PPARgamma SRC-1 coactivator recruitment | P37231 | PPARgamma-SRC-1 coactivator recruitment biochemical assay | activation, % at 8 µM | 200,000 tested, 0.41% active; in the data active = activation above about 19%;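 also: 0% = DMSO and 100% = reference agonist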
# PMI act hi M6P: PMI (human) activation, high substrate; coupled PMI enzyme assay, resazurin fluorescence, 20 min; hits give high values; 1 = untreated enzyme, 0 = substrate-free blank; activation factor at 20 µM; 190,000 tested, 0.34% active; AID 1216;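 active = activation factor of 2 or more at 20 µM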
#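 Test system: Human PMI in coupled enzyme assay | Input: 15 ng/mL PMI | Medium: HEPES-buffered pH 7.4 with magnesium and detergent | Compound: One concentration, 20 µM, in 1% DMSO | Incubation: Enzyme reaction with compound 20 min at room temperature | Detection: Diaphorase-driven resazurin-to-resorufin fluorescence, excitation 544, emission 590 nm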
# Diaphorase inh: diaphorase inhibition or chemical oxidation counter-screen. diaphorase resazurin-to-resorufin fluorescence, NADH, 16 min; bacterial (C. kluyveri) enzyme, not human. inhibition, % at 20 µM. 190,000 tested, 0.69% active. AID 1217;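 active = primary screen inhibition at 20 µM above a set limit, cut at about 50% in these data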;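 also: plate controls were DMSO with full reaction for no effect and wells lacking NADH for full effect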
#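 System: Bacterial diaphorase enzyme (C. kluyveri) | Incubation: 16-min room-temperature incubation before reading | Benchmarks: No-NADH positive control and DMSO neutral control | Measured by: Resorufin fluorescence 544/590 nm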
# G6PDH CS: inhibits Leuconostoc G6PDH, flagging false hits in G6PDH-based assays; 200,000 tested, 0.12% active; inhibition, % at 5 µM; Purified L. mesenteroides G6PDH, diaphorase/resazurin coupled fluorescence, 45 min; AID 1020; in the data active = inhibition above about 50%
# An asterisk follows results filed as active; · = not tested or not shown. Not all compounds are listed; count on the stated rates, not on these rows.
# Start of the data: the first 2 records, ahead of the listing:
Molecule,Diaphorase inh,PPARg SRC-1 ag,ROMK primary,PMI act,Diaphorase act,PMI act hi M6P,SRC2 TRFRET art,PPARg SRC-2 ag,S1P3 antagonist,PPARg SRC3 recr,G6PDH CS
Nc1ccncc1Cl,9,4,-0.55,1,0.9,1,1643,4,-1,4,10
COc1ccc(C(Nc2ccccc2)P(=O)(Oc2ccccc2)Oc2ccccc2)cc1 (centres undefined),14,-1,-0.24,1,0.9,1,1405,-14,8,-3,-18

# The whole of this part, from the start:
Molecule,Diaphorase inh,PPARg SRC-1 ag,ROMK primary,PMI act,Diaphorase act,PMI act hi M6P,SRC2 TRFRET art,PPARg SRC-2 ag,S1P3 antagonist,PPARg SRC3 recr,G6PDH CS
Nc1ccncc1Cl,9,4,-0.55,1,0.9,1,1643,4,-1,4,10
COc1ccc(C(Nc2ccccc2)P(=O)(Oc2ccccc2)Oc2ccccc2)cc1 (centres undefined),14,-1,-0.24,1,0.9,1,1405,-14,8,-3,-18
CCOP(=S)(OCC)SCC(=O)NC(C(=O)O)C(C)C (centres undefined),14,6,-0.71,0.9,0.9,0.9,1556,14,·,6,2
CN(C)C(=O)Oc1ccc(Br)c2ccccc12,19,1,·,1,0.8,0.9,1688,5,5,1,-2
c1cncc(CNC2CCCC2)c1,9,40*,0.025,1,0.9,1,1583,0,-8,-1,15
CN(C=O)CP(=O)(O)CN(C)C=O,17,3,·,0.9,0.8,0.9,1480,-6,18,-1,1
CCCCNC(=O)c1c(N)n(Cc2ccc3c(c2)OCO3)c2nc3ccccc3nc12,40,-1,·,0.7,0.6,0.3,1659,8,·,4,14
CC(C)(C)OC(=O)c1c(N)n(Cc2ccco2)c2nc3ccccc3nc12,20,9,-2,1.2,0.8,1.4,1693,10,·,7,-5
O=C(C(Cc1ccccc1)NS(=O)(=O)c1ccc(F)cc1)N1CCC2(CC1)OCCO2 (centres undefined),-11,0,2,1.1,1.1,1.1,1644,-1,·,7,-4
CCOc1ccc(NC(=O)c2ccc(NC(=O)COC(=O)Cc3ccccc3)cc2)cc1,7,3,0.094,0.9,0.9,1,1570,12,3,3,7
COCCNC(=O)c1c(N)n(CCC(C)C)c2nc3ccccc3nc12,29,0,-1.3,0.7,0.7,0.7,1276,0,·,-3,23
Cc1cc2ccccc2c(=O)n1CC(=O)NCC(=O)N1CCC2(CC1)OCCO2,-13,-7,-1.7,1.2,1.1,1.1,1397,-8,-9,1,-10
CN(C)CCCN=Cc1c(O)n(Cc2ccco2)c(=O)[nH]c1=O,-2,13,0.0028,1.1,1,1.1,1432,6,14,-4,2
CCn1cc(C(=O)N2CCOCC2)c2ccccc21,5,16,-0.02,1.1,0.9,1,1793,3,-14,5,6
O=C(CN1CCCCC1)c1ccccc1F,8,5,·,1.6,0.9,2.3*,1751,14,8,3,-3
CCC(=NCC1CCCO1)c1c(O)[nH]c(=O)[nH]c1=O (centres undefined),10,0,-0.19,1,0.9,1,1604,-9,-10,-12,8
Nc1c(C(=O)NCc2ccco2)c2nc3ccccc3nc2n1Cc1ccccc1,32,3,0.15,1,0.7,0.7,1608,5,-6,2,5
CC(=NCc1cccnc1)c1c(O)n(-c2ccccc2)c(=O)[nH]c1=O,17,4,·,1,0.8,1,1427,6,·,18,1
Cc1ccc(-n2c(O)c(/C=N/NC(=O)c3ccncc3)c(=O)[nH]c2=O)cc1C,37,9,0.055,1,0.6,1.1,1645,-2,8,3,5
C[N+]1(CC(COCc2ccccc2)OC(=O)Cc2ccccc2)CCOCC1 (centres undefined),12,3,0.19,1.2,0.9,1.6,1724,7,-6,-2,1
C=C1C2C[C@H](O)C(C)(C)[C@@]2(O)[C@H](O)C[C@]23C[C@@](C)(O)[C@H](CC[C@H]12)[C@H]3OC(C)=O (some centres undefined),-14,-2,0.25,1.1,1.1,1.1,1405,-11,-12,1,13
S=c1[nH]c2ccccc2[nH]1,14,7,-0.00065,0.7,0.9,0.8,1663,14,17,4,18
CCOP(=O)(OCC)C(NS(=O)(=O)c1ccccc1)C(Cl)(Cl)Cl (centres undefined),·,4,1.6,·,·,·,1597,-2,-3,2,8
O=C1NC(=O)N(CCc2ccc(F)cc2)C(=O)/C1=C/c1ccco1,9,-11,0.95,1.6,0.9,2*,1406,-4,-3,3,16
N#Cc1ccc(Cn2cc(C(=O)c3ccco3)c3ccccc32)cc1,19,1,·,0.9,0.8,0.9,1549,5,·,-5,1

# 4 compounds already listed, sorted by length of the SMILES, highest first.
Molecule,Diaphorase inh,PPARg SRC-1 ag,ROMK primary,PMI act,Diaphorase act,PMI act hi M6P,SRC2 TRFRET art,PPARg SRC-2 ag,S1P3 antagonist,PPARg SRC3 recr,G6PDH CS
Cc1ccc(-n2c(O)c(/C=N/NC(=O)c3ccncc3)c(=O)[nH]c2=O)cc1C,37,9,0.055,1,0.6,1.1,1645,-2,8,3,5
COc1ccc(C(Nc2ccccc2)P(=O)(Oc2ccccc2)Oc2ccccc2)cc1 (centres undefined),14,-1,-0.24,1,0.9,1,1405,-14,8,-3,-18
CN(C)CCCN=Cc1c(O)n(Cc2ccco2)c(=O)[nH]c1=O,-2,13,0.0028,1.1,1,1.1,1432,6,14,-4,2
CCOP(=S)(OCC)SCC(=O)NC(C(=O)O)C(C)C (centres undefined),14,6,-0.71,0.9,0.9,0.9,1556,14,·,6,2

# Returning to the listing with the 2 entries that preceded the break.
Molecule,Diaphorase inh,PPARg SRC-1 ag,ROMK primary,PMI act,Diaphorase act,PMI act hi M6P,SRC2 TRFRET art,PPARg SRC-2 ag,S1P3 antagonist,PPARg SRC3 recr,G6PDH CS
O=C1NC(=O)N(CCc2ccc(F)cc2)C(=O)/C1=C/c1ccco1,9,-11,0.95,1.6,0.9,2*,1406,-4,-3,3,16
N#Cc1ccc(Cn2cc(C(=O)c3ccco3)c3ccccc32)cc1,19,1,·,0.9,0.8,0.9,1549,5,·,-5,1
O=C(NCCCN1CCOCC1)C(Cl)(Cl)Cl,9,3,0.055,1.1,0.9,1.1,1518,9,-8,-3,-5
COc1ccc2c(c1)CC1(CN2C)C(=O)NC(=O)N(c2ccc(C)cc2)C1=O (centres undefined),27,1,·,1.1,0.7,1.4,1720,5,-6,7,0
CCCc1nc2ccccc2c(=O)n1-c1cccc(OC)c1,10,7,·,1,0.9,1,1693,6,-18,5,-4
O=C(Cn1ccc2ccccc2c1=O)NCC(=O)N1CCC2(CC1)OCCO2,5,-6,-1,0.9,0.9,1,1476,-9,-19,2,8
CCN(CC)c1ccc(/C=C2/C(=O)NC(=O)N(Cc3ccco3)C2=O)cc1,17,4,·,1.1,0.8,1.2,1763,5,-11,3,-3
CCCOP(=O)(OCCC)C(NC(=O)c1cc(OC)c(OC)c(OC)c1)c1ccccc1 (centres undefined),0,-1,0.058,1.1,1,1,1568,1,0,3,5
COc1cc(CNCCc2ccc3c(c2)OCO3)cc(OC)c1OC,5,-2,-1.8,1,1,1.1,1339,0,-5,-6,0
N/C(=N\N=C\c1ccc(O)cc1O)N[N+](=O)[O-],6,-8,0.93,1.2,0.9,1.1,1382,-3,·,-9,26
Cc1ccc(S(=O)(=O)N2CC3CC(C2)c2cccc(=O)n2C3)cc1 (centres undefined),8,3,·,1,0.9,1,1515,3,·,12,-1
Cc1[nH]c2ccccc2c1CCCNC1CCCCC1,5,-1,-2.1,1,0.9,1,1540,-6,5,4,18
CC1(C)CSC(=NCc2ccccc2)N1,-1,2,-0.44,1.1,1,1.1,1911,0,7,-1,0
Cc1ccc(N2C(=O)NC(=O)C(CCc3ccccn3)(Cc3cccc(Cl)c3Cl)C2=O)cc1 (centres undefined),31,0,·,0.8,0.7,0.8,1461,-4,-10,0,-15
C=CCN1C(=O)C2(C(C(=O)OCC)=C(N)Oc3ccccc32)C2=C1CCCC2=O (centres undefined),7,-1,0.61,1,0.9,1,1498,11,-1,2,-1
O=C1NC(=S)N(c2ccccc2F)C(=O)/C1=C\c1cccs1,11,2,·,1.3,0.9,1.8,1452,6,3,6,3
O=C(NC1(C(F)(F)F)Oc2ccccc2O1)N1CCC2(CC1)OCCO2,41,0,·,0.7,0.6,1,1757,10,·,-1,24
Cc1cc(Cl)ccc1OCC(=O)N1CCN(C)CC1,12,4,·,0.9,0.9,0.9,1408,0,-48,11,2
COc1ccccc1OCC#CCN1CCCC1,7,6,0.54,1,0.9,1,1446,3,-1,6,10
O=C(CNC(=O)c1cccc(Cl)c1)Nc1ccc(Br)cc1C(=O)c1ccccc1,11,-8,-0.11,0.8,0.9,0.9,1635,-8,-4,-1,9
CCOC(=O)c1c(NS(=O)(=O)c2ccccc2)n(CCCOC)c2nc3ccccc3nc12,22,9,0.13,1,0.8,0.6,1636,4,2,3,43
O=C1NC(=O)C(CCc2ccncc2)(CCc2ccncc2)C(=O)N1Cc1ccc(F)cc1,9,-6,·,1.1,0.9,1,1565,-5,-12,0,10
COC(=O)C(O)(c1c(C)[nH]n(-c2ccccc2)c1=O)C(F)(F)F (centres undefined),18,5,0.21,1.2,0.8,1.3,1475,3,7,12,3
CCCCn1c(O)c(C(CC)=Nc2ccc(OC)cc2OC)c(=O)[nH]c1=O,20,-4,·,0.8,0.8,0.8,1435,-2,·,-2,8
CCCCn1c(=O)c(C(=O)Nc2ccccc2)c(O)c2ccccc21,·,-9,0.31,·,·,·,1452,6,-12,-3,9
Fc1ccc(Cn2nnnc2C(c2ccc(Cl)cc2)N2CC=C(c3ccc(F)cc3)CC2)cc1 (centres undefined),11,3,-0.9,0.8,0.9,0.9,1631,-1,-6,2,19
COc1ccc(OC)c(N2C(=O)NC(=O)/C(=C\c3ccc([N+](=O)[O-])s3)C2=O)c1,23,-2,-1.2,1.4,0.8,1.5,1667,1,-11,3,6
COC(=O)c1cc(C(O)(C(=O)OC)C(F)(F)F)c(/N=C/N(C)C)s1 (centres undefined),22,2,·,1,0.8,0.9,1456,1,-14,3,3
NCC(O)c1ccc(O)cc1 (centres undefined),2,11,·,1.1,1,1.1,1718,2,-2,4,2
Cn1c(O)c(C(c2ccncc2)c2c(O)n(C)c(=S)n(C)c2=O)c(=O)n(C)c1=S,0,7,·,1.2,1,1.5,1489,1,·,-2,1
Cc1c(N=Nc2c(O)[nH]c(=O)[nH]c2=O)c(=O)n(-c2ccccc2)n1C,9,-2,0.77,0.8,0.9,0.6,1437,-1,-15,-3,32
